# Screening data (PubChem)
# Casp6 inh = caspase-6 (human) enzyme inhibition | 350,000 tested, 0.53% active | AID 686996 | P55212 | inhibition, % at 12.5 µM | purified caspase-6, Z-VEID-R110 cleavage fluorescence;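 active = mean inhibition across replicates at least about 35%, with every replicate also reaching that limit, limit read from the data; inconclusive = only one of the two criteria met; inactive = neither criterion met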;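 also: 0% = median of neutral control wells and 100% = no fluorescence left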
# Target sequence (P55212 24-179 limits assumed): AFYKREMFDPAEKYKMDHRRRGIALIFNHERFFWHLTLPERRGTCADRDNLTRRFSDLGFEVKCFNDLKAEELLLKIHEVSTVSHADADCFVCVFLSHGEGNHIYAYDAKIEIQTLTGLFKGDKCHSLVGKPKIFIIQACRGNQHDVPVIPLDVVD
# Target sequence (P55212 194-293 limits assumed): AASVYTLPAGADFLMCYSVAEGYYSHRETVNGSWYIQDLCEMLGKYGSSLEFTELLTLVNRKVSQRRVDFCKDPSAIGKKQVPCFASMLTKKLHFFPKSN
# ARNT TACC3 PPI = disrupts binding between human ARNT and TACC3. AID 623870. 390,000 tested, 0.66% active. inhibition, % at 9.99 µM. AlphaScreen His-ARNT PAS-B/GST-TACC3 binding, luminescence; TACC3 fragment carries E629A point mutation. Q9Y6A5;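 active = mean inhibition of replicates at least 50% and at least half of replicates each reaching 50%; inconclusive = half or more replicates reach 50% but mean below 50%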;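 also: 0% = complete ARNT plus TACC3 wells and 100% = ARNT alone without TACC3; many hits fall short of the cut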
# EWS-Fli inh = blocks EWS/Fli oncoprotein-driven transcription; A673 NR0B1-luciferase reporter, viability-normalised; inhibition, % at 12.6 µM; 350,000 tested, 0.67% active;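 active = mean inhibition of at least 50% after viability correction, with every replicate also passing that limit; inconclusive = mean reaches 50% but only one of two replicates passes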;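 also: firefly luciferase signal divided by Alamar Blue viability fluorescence both relative to DMSO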
# LGR2 inh = blocks bursicon-induced cAMP signaling via Drosophila LGR2; HEK293 LGR2, CRE-luciferase, bursicon-stimulated, 4 h; inhibition, % at 9.99 µM; 380,000 tested, 0.35% active; AID 720647;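 active = drop in luminescence signal, shown as inhibition above about 50% in the replicate tests, limit read from the data, passing the limit was not always enough; inconclusive = probably only some replicates passing the limit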;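 also: agonist challenge used bursicon conditioned medium at about half maximal strength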
# SIRT5 inh = inhibitors of human sirtuin-5 desuccinylase. Q9NXA8. Purified SirT5, succinyl-peptide AMC, trypsin-coupled fluorescence. inhibition, % at 15 µM. 330,000 tested, 1.1% active. AID 652115; in the data active = inhibition above about 15%; inconclusive = no clear call, values can overlap the other calls
# Target sequence (Q9NXA8 whole entry, looked up): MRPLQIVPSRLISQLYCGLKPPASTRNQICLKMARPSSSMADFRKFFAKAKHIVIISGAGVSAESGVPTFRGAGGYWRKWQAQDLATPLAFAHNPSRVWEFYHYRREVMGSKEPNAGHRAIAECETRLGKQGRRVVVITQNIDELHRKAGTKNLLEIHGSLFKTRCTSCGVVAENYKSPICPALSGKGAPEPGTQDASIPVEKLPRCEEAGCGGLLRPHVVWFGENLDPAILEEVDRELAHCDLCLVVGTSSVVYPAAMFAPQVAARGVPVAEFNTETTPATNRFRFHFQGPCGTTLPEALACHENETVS
# PAX8 inh HTS = lowers PAX8-driven luciferase in RMG-I cells | RMG-I TPO-luciferase reporter, SteadyGlo, 24 h | inhibition, % at 12.6 µM | 360,000 tested, 1.2% active | AID 652154;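 active = mean replicate inhibition at least 60% with every replicate also reaching 60%; inconclusive = only one of the two criteria is met; inactive = mean below 60% and not all replicates reaching 60%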;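 also: luciferase light reporting Pax8 driven TPO promoter activity; plate controls were median of neutral control wells for no effect and mitoxantrone controls for full effect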
# DENV2 CPE rescue = DENV2-induced cell death inhibition; CPE inhibition, % at 9.99 µM; AID 651640; 350,000 tested, 1.7% active; DENV2-infected cells, cytopathic effect rescue, plate reader; in the data active = CPE inhibition above about 20%, passing the limit was not always enough; inconclusive = no clear call, values can overlap the other calls; tested in BHK-21 cells;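 also: 0% = median of neutral control wells and 100% = median of positive control wells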
# * marks the source's active call; other numbers are inactive results; u = inconclusive; x = no result given. Compounds were not picked by outcome, and some 4.9% of all compounds hit somewhere here.
entry	Structure	Casp6 inh	ARNT TACC3 PPI	EWS-Fli inh	LGR2 inh
1	Cc1ccc(C)c(S(=O)(=O)N2CCN(C(=O)[C@H](C)N3C(=O)C4CC=CCC4C3=O)CC2)c1 (stereo not given in full)	0	-1	6	8
2	CCN(CC)C(=O)[C@H]1C[C@H](CC(=O)NC(C)(C)C)C(=O)N2CCc3c([nH]c4cc(-c5ccco5)ccc34)[C@]12C	3	4	0	-6
3	C[C@@H]1CN([C@H](C)CO)C(=O)c2cc(NC(=O)c3ccncc3)ccc2O[C@@H]1CN(C)S(C)(=O)=O	-1	-1	-7	12
4	COc1ccc(NC(=O)Nc2ccc3c(c2)CC(=O)N([C@H](C)CO)C[C@H](C)[C@@H](CN(C)S(=O)(=O)c2c(C)noc2C)O3)cc1	2	17	3	-9
5	CCN(Cc1nc2ccccc2c(=O)[nH]1)C(=O)c1cccc(OCc2c(C)noc2C)c1	-4	-4	5	-10
6	CC=Cc1ccc2n(c1=O)C[C@@H]1[C@@H](CO)[C@H](C(=O)NCC)N(C(=O)CC3CC3)[C@H]21 (mixture of isomers)	5	-9	-3	-8
7	COc1ccc(C(=O)NCCc2ccc(Cl)cc2)cc1S(=O)(=O)N1CCCCC1C (stereo not given)	2	10	10	19
8	CCOC(=O)N1CCC(NC(=O)CCc2ccccc2)CC1	-1	-5	-14	11
9	CCC(=O)N1CC2(c3ccccc3)CN(C(=O)CC)CC(c3ccccc3)(C1)C2=O	1	8	6	7
10	CC1CCN(C(=O)CSCC(=O)Nc2nc(-c3cccs3)cs2)CC1	-1	5	-17	-2

entry	SIRT5 inh	PAX8 inh HTS	DENV2 CPE rescue
1	-2	-4	9
2	2	6	2
3	-8	-7	0
4	14	-14	-9
5	1	6	3
6	-11	1	-1
7	4	20	-10
8	0	-10	7
9	x	18	1
10	0	-32	-3

# The results go on:
entry	Structure	Casp6 inh	ARNT TACC3 PPI	EWS-Fli inh	LGR2 inh
11	CCN(CC)S(=O)(=O)N1CCC(C(=O)NCc2ccco2)CC1	-6	-7	-1	7
12	CC(C)=NNc1nc(-c2ccc(N3C(=O)CCC3=O)cc2)cs1	7	2	-19	-3
13	Cc1ccc(C2N(c3ccc(F)cc3)C(=O)C3CCCN32)cc1 (stereo not given)	0	0	5	5
14	O=S(=O)(Nc1ccc(-n2cnnn2)cc1)c1cccc(F)c1	0	-2	6	9
15	C[C@@H]1CCCCO[C@H](CN(C)C(=O)Cc2ccccc2)[C@H](C)CN([C@@H](C)CO)C(=O)c2cc(NC(=O)Nc3ccc(C(F)(F)F)cc3)ccc2O1	-2	0	-11	-6
16	CCOc1ccc(NC(=S)N2CCN(S(=O)(=O)c3ccc(C)cc3)CC2)cc1	-1	x	x	-7
17	COc1ccc(NC(=O)c2cccc(Cn3cc(Br)c([N+](=O)[O-])n3)c2)c(C)c1	-2	9	-1	28
18	O=C(NCc1cccs1)C1CCC(CNS(=O)(=O)c2cccc3nsnc23)CC1 (stereo not given)	0	-5	0	-1
19	CC(=O)C1=CCC(c2ccccc2)N(S(=O)(=O)c2cccc(C)c2)C1 (stereo not given)	3	x	7	10
20	COc1cc(C(=O)N2CCN(CCCc3ccccc3)CC2)cc(OC)c1OC	0	-2	8	5

entry	SIRT5 inh	PAX8 inh HTS	DENV2 CPE rescue
11	-4	-5	x
12	4	-1	-3
13	x	0	9
14	-2	2	u
15	-1	79*	44*
16	-1	-4	-9
17	-1	23	x
18	-2	-5	-6
19	0	15	1
20	-2	-1	1

# Record cards, from the list above. Order of values: Casp6 inh	ARNT TACC3 PPI	EWS-Fli inh	LGR2 inh	SIRT5 inh	PAX8 inh HTS	DENV2 CPE rescue
# CCC(=O)N1CC2(c3ccccc3)CN(C(=O)CC)CC(c3ccccc3)(C1)C2=O reads 1	8	6	7	x	18	1
# C[C@@H]1CN([C@H](C)CO)C(=O)c2cc(NC(=O)c3ccncc3)ccc2O[C@@H]1CN(C)S(C)(=O)=O reads -1	-1	-7	12	-8	-7	0

# Continued:
entry	Structure	Casp6 inh	ARNT TACC3 PPI	EWS-Fli inh	LGR2 inh
21	Cc1c(C(=O)NC(=S)NCc2cccnc2)cccc1[N+](=O)[O-]	4	-1	3	-2
22	C[C@@H]1CN([C@H](C)CO)C(=O)CCCn2cc(nn2)CO[C@@H]1CN(C)S(=O)(=O)c1ccc2c(c1)OCCCO2	-1	-15	0	-25
23	Cc1cccc(-n2ncc3c(Nc4c(C)n(C)n(-c5ccccc5)c4=O)ncnc32)c1	5	-17	-18	-12
24	CCOC(=O)c1c(NC(=O)COC(=O)/C=C/c2ccccc2)sc(C(=O)NC)c1C	1	3	3	13
25	C=CCc1cccc(C=Nc2ccc(Br)cc2)c1O	1	-8	20	31
26	CCn1c(SCC(=O)Nc2nnc(C)s2)nnc1-c1ccco1	0	-11	12	-18
27	Cc1c(C(=O)O)cccc1-n1c(C)cc(/C=N/NC(=O)c2cc3ccccc3o2)c1C	x	11	x	5
28	COc1ccc(N(CC(=O)Nc2ccccc2F)S(=O)(=O)c2ccc(C)c([N+](=O)[O-])c2)cc1	1	-7	0	-4
29	CC(C)(C)OC(=O)CC[C@@H](C(=O)N1CCN(C(=O)OC(C)(C)C)CC1)n1cc(C(Cc2ccc(O)cc2)NC(=O)OC(C)(C)C)nn1 (stereo not given in full)	-2	-4	3	17
30	CC(C)(C)c1ccc(/C=C/C(=O)N2CCN(c3ncccn3)CC2)cc1	1	-10	11	x
31	Cc1ccc(S(=O)(=O)N[C@@H]2CC[C@H](CCNC(=O)c3ccccc3F)O[C@@H]2CO)cc1	1	3	-5	-7

entry	SIRT5 inh	PAX8 inh HTS	DENV2 CPE rescue
21	0	x	-4
22	-2	-21	-3
23	-7	x	1
24	-5	6	6
25	-2	3	-2
26	-1	x	-1
27	x	-30	x
28	1	-1	2
29	1	3	2
30	3	5	-1
31	-1	13	4

# In the list so far, 8 have a halogen.
entry	Structure	Casp6 inh	ARNT TACC3 PPI	EWS-Fli inh	LGR2 inh
7	COc1ccc(C(=O)NCCc2ccc(Cl)cc2)cc1S(=O)(=O)N1CCCCC1C (stereo not given)	2	10	10	19
13	Cc1ccc(C2N(c3ccc(F)cc3)C(=O)C3CCCN32)cc1 (stereo not given)	0	0	5	5
14	O=S(=O)(Nc1ccc(-n2cnnn2)cc1)c1cccc(F)c1	0	-2	6	9
15	C[C@@H]1CCCCO[C@H](CN(C)C(=O)Cc2ccccc2)[C@H](C)CN([C@@H](C)CO)C(=O)c2cc(NC(=O)Nc3ccc(C(F)(F)F)cc3)ccc2O1	-2	0	-11	-6
17	COc1ccc(NC(=O)c2cccc(Cn3cc(Br)c([N+](=O)[O-])n3)c2)c(C)c1	-2	9	-1	28
25	C=CCc1cccc(C=Nc2ccc(Br)cc2)c1O	1	-8	20	31
28	COc1ccc(N(CC(=O)Nc2ccccc2F)S(=O)(=O)c2ccc(C)c([N+](=O)[O-])c2)cc1	1	-7	0	-4
31	Cc1ccc(S(=O)(=O)N[C@@H]2CC[C@H](CCNC(=O)c3ccccc3F)O[C@@H]2CO)cc1	1	3	-5	-7

entry	SIRT5 inh	PAX8 inh HTS	DENV2 CPE rescue
7	4	20	-10
13	x	0	9
14	-2	2	u
15	-1	79*	44*
17	-1	23	x
25	-2	3	-2
28	1	-1	2
31	-1	13	4
